High-throughput results (PubChem)
CSM14.1 death rescue: protection against thapsigargin-triggered cell killing – 384-well, CSM14.1, ATP luminescence, primary screen (AID 1222); CSM14.1 thapsigargin-induced death rescue, ATP luminescence; higher % means a stronger effect; cellular ATP content (survival), % at 20 µM; hits with a dose series show EC50 in µM; 190,000 tested, under 10 active;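 active = EC50 below 50 µM in the dose-response confirmation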;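 note: death triggered by thapsigargin at about 15 µM added after 2 h compound pretreatment; cell ATP read after overnight thapsigargin exposure of roughly 18 to 22 hours; normalized against plate controls of thapsigargin alone and 5% DMSO vehicle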
Autophagy mod: autophagy modulation, high-content screen. calls only at 10 µM (by protocol). actives 0.98% (n = 190,000). MEF GFP-LC3 puncta imaging; test concentration mostly 10 µM. AID 463193;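 active = percentage of spot-positive cells more than 3 SD above its plate mean, without a fluorescence outlier flag or 80% toxicity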;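 note: spot-positive cell cutoff set from DMSO-treated cells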
Dynein cargo inh: dynein cargo transport inhibition; 3617.4 mouse cells, GR-EGFP nuclear translocation imaging; test concentration mostly 20 µM; stimulated with dexamethasone, 1 µM; hits give low values; z-score, hits read low; actives 0.47% (n = 220,000); AID 1381;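 active = plate z-score of nuclear minus cytoplasmic receptor signal below a set negative limit, without overly bright fluorescence or cell loss, cut at about -3.5 in these data, passing the limit was not always enough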;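 note: z-score of nuclear minus cytoplasmic ring GR-EGFP intensity difference per well; some compounds called inactive have numbers as strong as hits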
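Buffer or medium: tetracycline-free induction medium containing charcoal-stripped FBS / Reagent: dexamethasone agonist, 1.0 µM final, for 30 min / Technique: automated 10x imaging of fixed Hoechst-stained cells / Times: induction 48 h, compound 1 h, agonist 30 min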
T cell HTS: T cell immune modulators affecting CD8 T cell-vesicle binding; actives 0.068% (n = 330,000); calls only at 7 µM; AID 2052; 2C CD8+ T cell-vesicle binding, flow cytometry; hits give low values;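 active = response, share of CD8 T cells binding vesicles, and their 90th percentile fluorescence all below set limits, cut at about 80% in these data, passing the limit was not always enough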
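Incubation: binding step 1.5 h, 37 °C, antibody labelling 20 min, ice; system: murine 2C transgenic CD8+ T lymphocytes; technique: cytometric PE anti-B7-1 and Alexa647 anti-CD8 signals after 1% paraformaldehyde fixation; also added: QL9-charged Drosophila Ld/ICAM-1/B7-1 vesicles; control set: naked versus QL9-loaded vesicles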
Hep lipid drop: hepatic lipid droplet formation modulation | AID 1656 | inhibition, % at 6.5 µM | AML12 mouse hepatocytes, oleate lipid droplets, BODIPY imaging | actives 0.4% (n = 240,000);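 active = lipid droplet intensity inhibited by at least 50%, with more than 500 cells counted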
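Technique: fluorescence imaging, 20x objective, two fields per well / Assay system: AML12 hepatocytes (mouse) / Measure: % inhibition of lipid droplet signal / Doses: 6.5 µM single-point dosing / Incubation: overnight exposure / Reagent: 100 µM oleic acid challenge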
PhoP inhibition: PhoP-dependent GFP reporter repression – Salmonella Typhimurium, primary screen (AID 1863); S. Typhimurium PhoP-regulated promoter GFP reporter, 4 h; higher % means a stronger effect; one-dose inhibition, % at 50 µM; IC50 in µM for titrated hits; actives 0.16% (n = 300,000);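 active = inhibition over 29.93%, a cutoff 3 SD above the screen mean, later confirmed by dose response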;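 note: 0% = low Mg2+ inducing control and 100% = high Mg2+ repressing control; strong numbers were not always called active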
MT stabilize HCS: microtubule stabilization, imaging screen. HeLa tubulin immunostaining HCS, 24 h; share of cells brighter than vehicle mean+2SD. % tubulin-high responders, % at 10 µM. actives 0.83% (n = 200,000);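 active = plate Z-score above 3 for both tubulin-high and condensed-nucleus cell shares, with cell loss under 80%, at 10 µM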;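 note: anti alpha tubulin signal scored within the nucleus-defined area of each cell; some results filed as inactive read as strong as hits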
Insulin prom up: MIN6 insulin promoter up-regulation | MIN6 insulin promoter-GFP reporter, high-content imaging; hits give high values | z-score at 5 µM | actives 0.3% (n = 190,000);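 active = z-score above 3 at 5 µM with at least 500 cells counted in the well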
b-catenin transl: alters nuclear translocation of beta-catenin in HeLa cells; immunofluorescence imaging; nuclear translocation activity, % at 5 µM; actives 0.3% (n = 190,000);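 active = nuclear translocation activity above 50% at 5 µM, with a well cell count of 50 or more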;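 note: per-cell ratio of nuclear to cytoplasmic median beta-catenin stain intensity; plate controls were DMSO negative control for no effect and GSK-3 inhibitor IX positive control for full effect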
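System: Human HeLa cells, endogenous beta-catenin | Compound dosing: 5 µM primary, 0.02–20 µM confirmation | Timing: 24 h compound exposure at 37°C, 5% CO2 | Measured by: Fluorescence imaging of beta-catenin antibody stain plus DAPI | Read-out basis: % activation of per-cell nuclear versus cytoplasmic median beta-catenin signal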
Dynein cargo inh cytoplasmic EGFP: further read-out of Dynein cargo inh, marked with its call; z-score; measured here: cytoplasmic GR-EGFP intensity; hits give high values
Dynein cargo inh nuclear GR-EGFP: further read-out of Dynein cargo inh, marked with its call; z-score; measured here: nuclear GR-EGFP intensity;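 lower value marks the stronger effect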
Dynein cargo inh cell count: second read-out of Dynein cargo inh, no call of its own (marks repeat the call); z-score; measured here: cell count per field
Insulin prom up cell count: second read-out of Insulin prom up, no call of its own (marks repeat the call); cell count; measured here: cytotoxicity, nuclei count;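 total cells summed across four imaged fields per well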
Hep lipid drop cells 6.5 µM: second read-out of Hep lipid drop, no call of its own (marks repeat the call); cell count; measured here: cell count, cytotoxicity flag;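 cells counted across two imaged fields per well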
b-catenin transl cell count 5 µM: second read-out of b-catenin transl, no call of its own (marks repeat the call); cell count; measured here: cell count, cytotoxicity flag
T cell HTS vesicle-bound %: further read-out of T cell HTS, marked with its call; double positive events, %; measured here: CD8+ vesicle-bound cell fraction;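 binding gate set so that unloaded-vesicle control wells show 10% double positive cells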
MT stabilize HCS Hoechst-high %: recorded beside MT stabilize HCS, whose call it bears; % Hoechst-high responders; measured here: nuclear condensation Hoechst responders;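 share of cells brighter than vehicle mean plus two SD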
MT stabilize HCS cytotoxicity %: second read-out of MT stabilize HCS, no call of its own (marks repeat the call); toxicity, %; measured here: cytotoxicity by cell density;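 0% = mean cell density of plate MIN control wells and 100% = no cells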
Autophagy mod cell loss 18 h: also measured in Autophagy mod; calls as there; toxicity, %; measured here: cell loss, nuclei count;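 cell loss after 18 h compound exposure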
Numbers without * were called inactive; i = inactive; · = not tested or not shown.

molecule	CSM14.1 death rescue	Autophagy mod	Autophagy mod cell loss 18 h	Dynein cargo inh	Dynein cargo inh cytoplasmic EGFP	Dynein cargo inh nuclear GR-EGFP	Dynein cargo inh cell count	T cell HTS	T cell HTS vesicle-bound %	Hep lipid drop	Hep lipid drop cells 6.5 µM	PhoP inhibition	MT stabilize HCS	MT stabilize HCS Hoechst-high %	MT stabilize HCS cytotoxicity %	Insulin prom up	Insulin prom up cell count	b-catenin transl	b-catenin transl cell count 5 µM
CC(C)C(=O)NC(=S)Nc1ccc(S(=O)(=O)Nc2nccs2)cc1	0.5%	i	2.7	0.702	-0.368	0.191	0.347	i	59.3	-3.7	765	5.6%	7.0	2.5	11.6	0.37	1446	-1.0	1543
CNc1ncc(C(=O)c2ccc(-c3ccccc3)cc2)s1	·	·	·	-1.11	-0.769	-0.893	0.674	i	55.3	-0.2	626	-0.6%	·	·	·	-0.14	864	-0.1	1330
CCc1c(C)sc(NC(=O)C2CCCCC2C(=O)O)c1C(N)=O (stereo unspecified)	-4.0%	i	5.4	-0.48	-0.125	0.00461	0.143	i	53.2	1.1	732	-16.1%	1.7	1.5	6.1	1.31	1336	·	·
CC(C)c1ccc(N(C(=O)c2csnn2)C(C(=O)NC(C)(C)C)c2cccnc2)cc1 (stereo unspecified)	-0.3%	i	-4.4	0.152	-0.235	-0.173	0.197	i	20.4	18.5	678	10.4%	1.8	1.6	5.0	0.11	974	1.2	1021
O=C(CN1CCN(c2ccc(F)cc2)CC1)N1CCC(Cc2ccccc2)CC1	-4.9%	i	16.1	1.5	-0.16	0.428	-0.443	i	0.6	13.9	757	1.8%	0.7	1.6	9.5	-0.85	1039	2.4	1199
O=C(NCCN1CCOCC1)c1ccc2c(c1)N(Cc1cccc(F)c1)C(=O)c1ccccc1S2	·	i	-34.9	1.45	-0.226	0.968	-0.836	i	22.1	16.2	721	2.2%	2.8	1.1	7.2	0.15	1265	0.3	1085
CCn1c(SCC(=O)NCc2ccco2)nnc1-c1ccncc1	-0.6%	i	10.5	-0.257	-0.282	0.219	-0.298	i	8.7	-26.2	598	1.4%	2.0	1.7	6.7	-0.37	1472	1.0	886
Oc1ccc2ccccc2c1CN1CCN(c2ccccc2F)CC1	·	·	·	2.55	-0.0751	1.82	-1.02	·	·	8.5	703	1.7%	3.6	1.8	5.5	0.97	1517	-0.8	1062
CSc1ccc(/C=N/NC(=O)c2cccs2)cc1	·	·	·	-0.721	-0.262	0.264	0.0482	i	20.7	7.2	708	-4.2%	·	·	·	·	·	1.6	1345
Cc1nnc(SCC(=O)Nc2ccc(Cl)cn2)n1Cc1ccccc1	2.0%	i	-7.3	-0.411	-0.227	0.234	0.258	i	51.4	·	·	2.1%	4.8	2.7	9.0	·	·	-5.1	988
CCCCOCCCNC(=O)c1cccs1	·	i	-0.5	-1.97	-0.253	-0.66	1.25	i	9.5	0.6	643	-9.5%	2.6	2.4	21.1	-0.45	1221	0.0	1130
O=C(CSc1ncn[nH]1)N(C1CCCCC1)C1CCCCC1	-1.1%	i	-7.5	0.231	0.542	-0.0538	0.0505	i	25.2	11.1	798	5.0%	1.1	1.3	6.3	·	·	·	·
CCOC(=O)C1C(C)=CC(=O)CC1c1ccco1 (stereo unspecified)	-0.4%	i	-2.5	-1.15	-0.201	-0.535	0.85	i	34.5	·	·	-1.7%	2.1	2.5	2.9	0.43	1291	-3.0	1159
CC(OC(=O)c1nsc(Cl)c1Cl)C(=O)NC(C)(C)C (stereo unspecified)	-2.2%	i	-7.2	0.507	-0.193	0.176	0.522	i	35.1	10.9	716	-2.4%	4.4	1.9	2.1	·	·	-3.9	1264
Cc1nccc(-c2sc(-c3cccs3)nc2C)n1	·	·	·	0.037	-0.233	0.528	-0.409	i	20.6	10.9	704	-2.2%	·	·	·	-0.12	1096	0.0	1309
CCOC(=O)CN(C(=O)COc1nc(C)cc(C)c1C#N)c1ccc(Cl)cc1	·	·	·	-0.403	-0.227	-0.531	0.838	i	24.2	-44.9	677	-3.0%	·	·	·	-0.07	1105	0.3	1273
C=CCN(c1ccc(C(=O)N2CCN(c3ccc(F)cc3)CC2)cc1)S(C)(=O)=O	-1.7%	i	1.5	0.0245	0.053	0.741	-0.484	i	58.4	1.0	653	5.5%	2.4	2.3	6.3	0.3	1828	-1.4	1113
O=C(NCCCn1ccnc1)c1cc(-c2cccs2)on1	-1.1%	i	8.1	0.0837	-0.328	-0.0469	0.188	i	8.6	·	·	19.3%	4.3	3.4	4.0	-0.71	1322	2.8	1364
CC(C)(C)c1cc[n+](C2=C([O-])c3ccccc3C(=O)/C2=N\S(=O)(=O)c2ccccc2)cc1	·	·	·	0.456	-0.154	-0.171	0.335	i	50.6	0.0	683	-8.0%	·	·	·	-0.22	873	0.4	1290
Cc1ccc(/C=N/NC(=O)NC2CCCCC2)o1	-1.4%	i	0.6	0.159	-0.239	-0.289	0.57	i	35.1	2.5	623	-6.7%	3.0	2.5	10.5	-4.13	1060	1.8	1032
Cn1c(=O)[nH]c(=O)c2c1nc(SCC(=O)Nc1ccccc1)n2Cc1ccccc1	-1.8%	i	7.4	2.08	-0.172	1.42	-0.886	i	30.5	-11.7	574	6.1%	1.7	3.7	7.5	0.71	1916	-1.0	1065
CC(C)(C)c1ccc(C(=O)OCC(=O)Nc2sc3c(c2C#N)CCC3)cc1	0.4%	i	8.9	-0.0894	0.409	0.278	0.143	i	52.8	3.6	681	2.9%	1.9	2.6	7.3	-0.4	1419	-0.8	1083
COC(=O)c1c(C)c(C)nc(N)c1C#N	-1.0%	i	-5.2	2.6	-0.084	1.77	-1.41	i	0.9	·	·	-0.4%	2.6	1.6	9.4	2.01	1163	-2.0	836
CCN(c1ccccc1)S(=O)(=O)c1ccc(Cl)c(NC(=O)COC(=O)c2ccc[n+]([O-])c2)c1	-0.6%	i	-4.6	-0.449	-0.342	0.185	-0.445	i	34.7	-6.4	662	0.9%	2.9	3.2	6.8	-0.28	1203	-4.1	1098
Cc1cc2c(c(SCC(=O)NCCc3ccccc3)n1)C(=O)OC2	0.0%	i	-4.4	-0.915	-0.158	-0.627	0.41	i	8.4	·	·	-6.1%	3.3	1.7	0.6	0.04	1498	-3.4	874
Cn1ncc(N=Cc2ccc([N+](=O)[O-])cc2)c1C(=O)Nc1ccccc1	-3.7%	i	17.0	-0.938	-0.301	-0.458	0.796	i	48.1	25.5	654	6.8%	3.2	3.1	9.8	0	1326	0.4	1126
O=C(NCc1ccccc1Cl)c1cnc2n(c1=O)CCS2	-1.7%	i	5.3	2.96	0.00519	2.12	-1.65	i	40.9	·	·	11.8%	6.9	2.8	2.3	0.51	716	·	·
CC(=O)c1c(C)[nH]c(C(=O)Nc2ccc(Cl)c(S(=O)(=O)N3CCOCC3)c2)c1C	-2.0%	i	2.9	0.19	-0.141	0.412	-0.793	i	35.8	-2.2	671	-12.0%	4.8	2.8	4.0	-0.13	1481	-3.0	1078
COc1ccccc1CC(=O)NCC1CCCO1 (stereo unspecified)	-2.2%	·	·	·	·	·	·	i	40.8	-0.2	790	-6.7%	·	·	·	1.82	1210	-0.8	1174
C=CCn1c(Cc2ccccc2)nnc1SCc1nc2ccccc2c(=O)[nH]1	0.5%	i	-6.0	-0.44	0.683	0.279	-1.37	i	47.8	-9.8	683	-11.8%	5.3	2.7	9.0	0.48	1107	2.7	951
